Screens deposited in PubChem by National Center for Advancing Translational Sciences (NCATS).
D3 ag: agonists of human D3 dopamine receptor. max activation, %. D3R DiscoveRx beta-arrestin cells, luminescence, 90 min. hit rate 0.58% among 410,000. AID 652048. P35462; in the data active = max activation above about 30%; also: 0% is about no effect; mostly tested at two doses, the higher about 12 µM
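Agonist mode: compounds and dopamine controls were applied to plated cells for 90 min at 37 degrees C after an overnight attachment at 1500 cells/well. Luminescent read-out followed 30 - 60 minutes at room temperature with DiscoveRx detection reagent.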
IL-2 act: activators of IL-2 | hit rate 0.065% among 360,000 | activation, % (series mostly up to about 46 µM) | AID 652025 | IL-2 activation reporter assay, cell-based qHTS; stimulated with anti-CD3/CD4/CD28 beads; in transgenic mouse T cells; in the data active = activation above about 50%; inconclusive = mostly about 30% to 49%; also: 0% is about no effect
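Unstimulated transgenic mouse T cells; 60-min compound exposure; bead-based TCR/CD4/CD28 stimulation; 18 h culture, 37 degrees C; dual fluorescence (EGFP, DsRed) plate cytometry.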
WRN helicase inh: blocks human WRN helicase; Q14191; WRN helicase unwinding, fluorescent forked duplex, kinetic; AID 651768; hit rate 0.46% among 360,000; Potency, µM (series often up to 114 µM), inactives show at the highest dose activity change, negative = inhibition, most hits filed as inhibitors; also: potency is read from the fitted curve at half-maximal effect; % is scaled to controls: 0 for no effect and ±100 for the full control effect; nearly all actives have a fitted effect of over 55% in size
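Enzyme (20 nM final) and test compound sit together 15 min at room temperature before substrate addition. Substrate is a single-forked duplex oligonucleotide (100 nM) labelled with fluorophore and quencher, with 2 mM ATP; helicase unwinding raises red fluorescence, read kinetically.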
PLK1 PBD inh: inhibitors of human PLK1 polo-box domain binding. hit rate 2.8% among 360,000. Potency, µM, for inactives: max response, negative = inhibition, usual class: inhibitors. AID 720504. P53350. Plk1 PBD binding of FITC phosphopeptide, fluorescence polarization; also: potency is read from the fitted curve at half-maximal effect; series mostly up to about 57 µM; % is scaled to controls: 0 for no effect and ±100 for the full control effect; nearly all actives have a fitted effect of over 65% in size
Target sequence (P53350 whole entry, looked up, the tested form may be a part): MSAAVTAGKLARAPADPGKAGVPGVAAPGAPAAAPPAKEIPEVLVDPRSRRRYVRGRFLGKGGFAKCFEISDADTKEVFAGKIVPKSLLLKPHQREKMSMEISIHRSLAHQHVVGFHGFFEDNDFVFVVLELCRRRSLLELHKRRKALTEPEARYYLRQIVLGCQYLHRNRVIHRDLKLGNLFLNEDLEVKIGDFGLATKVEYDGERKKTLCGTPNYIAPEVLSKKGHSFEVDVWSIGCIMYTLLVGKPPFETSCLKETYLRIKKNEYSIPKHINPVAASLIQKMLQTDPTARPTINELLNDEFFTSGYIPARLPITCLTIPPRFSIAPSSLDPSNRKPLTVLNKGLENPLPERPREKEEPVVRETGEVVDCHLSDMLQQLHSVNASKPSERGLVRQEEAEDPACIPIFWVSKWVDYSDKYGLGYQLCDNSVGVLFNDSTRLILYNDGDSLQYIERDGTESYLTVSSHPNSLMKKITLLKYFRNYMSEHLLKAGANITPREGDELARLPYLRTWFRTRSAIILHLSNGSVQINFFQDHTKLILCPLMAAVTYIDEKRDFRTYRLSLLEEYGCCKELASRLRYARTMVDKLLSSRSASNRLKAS
GLP1R inv ag: inverse agonists of human GLP-1 receptor. HEK293 GLP-1R CRE-luciferase, luminescence, 24 h; GLP-1R form is constitutively active. Potency, µM (titrated, usually from 38.3 µM), for the others: top-dose activity change, negative = inhibition, most hits filed as inhibitors. hit rate 1.6% among 410,000. AID 624417; also: potency is read from the fitted curve at half-maximal effect; % is scaled to controls: 0 for no effect and ±100 for the full control effect; nearly all actives have a fitted effect of over 55% in size
Target sequence (P43220 whole entry, looked up): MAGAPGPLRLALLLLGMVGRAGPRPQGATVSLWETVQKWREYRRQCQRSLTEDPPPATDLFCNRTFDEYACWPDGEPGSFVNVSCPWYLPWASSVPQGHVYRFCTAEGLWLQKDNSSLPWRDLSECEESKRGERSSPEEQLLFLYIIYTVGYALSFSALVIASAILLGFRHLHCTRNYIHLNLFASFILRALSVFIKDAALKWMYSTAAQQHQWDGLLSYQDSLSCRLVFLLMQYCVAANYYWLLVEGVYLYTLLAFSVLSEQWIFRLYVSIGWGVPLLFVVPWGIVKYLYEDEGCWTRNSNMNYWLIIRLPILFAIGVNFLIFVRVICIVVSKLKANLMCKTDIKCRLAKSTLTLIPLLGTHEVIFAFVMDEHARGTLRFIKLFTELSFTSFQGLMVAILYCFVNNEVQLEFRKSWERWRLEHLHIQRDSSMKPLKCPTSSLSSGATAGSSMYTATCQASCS
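Inverse agonism was detected as reduced cAMP-driven luciferase luminescence after 24 h compound treatment. The cells were HEK293 clones expressing constitutively active human GLP-1R with the reporter. Reporter-only and GPR119 cell lines served as counterscreen controls.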
D3 antag: D3 dopamine receptor (human) antagonism; max response, negative = inhibition, %; D3R cells, DiscoveRx beta-arrestin luminescence, antagonist mode; stronger effect = lower value; P35462; hit rate 2.5% among 360,000; in the data active = max response below about -50%; inconclusive = no clear call, values can overlap the other calls; also: % is scaled to controls: 0 for no effect and ±100 for the full control effect; mostly tested at two doses, the higher about 12 µM
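Cells expressing the human receptor were seeded at 1500 cells/well, incubated overnight at 37 degrees C in 5% CO2, then exposed to library compounds with dopamine controls for 90 minutes at 37 degrees C before luminescent detection.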
HEK293 tox: cytotoxic in the GLP-1 receptor inverse agonist counter-screen | Potency, µM (highest dose often 38.3 µM), for inactives: at the top dose activity change, negative = inhibition, actives largely listed as inhibitors | hit rate 0.13% among 410,000 | AID 624418 | HEK293 cAMP-luciferase reporter cells, luminescence, 24 h;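 also: loss of luciferase light is scored as toxicity; potency is read from the fitted curve at half-maximal effect; % is scaled to controls: 0 for no effect and ±100 for the full control effect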
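1536-well qHTS counterscreen of the MLSMR; 200 cells/uL, 12 h pre-incubation, 23 nL cpd, 24 h at 37 deg C 5% CO2, luciferase detection reagent, 12 min RT, luminescence. Inhibition = undesired.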
GLP1R ag: GLP-1 receptor (human) agonism; HEK293 GLP-1R CRE-luciferase, luminescence, 4-6 h; cells express a hypersensitive GLP-1R form; hit rate 0.007% among 380,000; Potency, µM (series often up to 45.6 µM), for the others: top-dose activation, usual class: activators; AID 624172; also: potency is read from the fitted curve at half-maximal effect; % of control where 0% means no effect
PI5P4K alpha inh: blocks human PI5P4K alpha kinase activity. P48426. PI5P4Kalpha enzyme, ADP-Glo luminescence, 60 min; stronger effect = lower value. max response, %. hit rate 1.2% among 330,000; active = max response of -50% or lower; inconclusive = between -30% and -50%; inactive = -30% or higher; also: value at the top dose of about 77 µM; % is scaled to controls: 0 for no effect and ±100 for the full control effect
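Compounds were pin-transferred onto PI5P4Kalpha and substrate in HEPES pH 7.4 buffer with EGTA, CHAPS and 5% DMSO. ATP (5 microM final) started the reaction, which ran 60 minutes at room temperature before ADP-Glo detection.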
Numbers without * were called inactive; ? = inconclusive; . = not tested or not shown; [ ] = another dose, or the depositor's remark. Unless noted, calls follow the shape of the dose curve; as a rule, active = well fitted curve in the direction sought with a large enough effect; inconclusive = small, poorly fitted or top-dose-only effect, or another doubt; inactive = no such curve, though single readings can be large; an effect the other way counts as inactive or inconclusive. Outcome played no part in choosing rows; about 7.8% have a hit in one of these screens.

Structure	D3 ag	IL-2 act	WRN helicase inh	PLK1 PBD inh	GLP1R inv ag	D3 antag	HEK293 tox	GLP1R ag	PI5P4K alpha inh
c1ccc(C(c2ccccc2)N2CCN(Cc3nc(-c4cnccn4)no3)CC2)cc1	-2	1.3	2%	2%	?	8	-5%	-5%	0
O=C(c1cccc(S(=O)(=O)NCc2ccc3c(c2)OCO3)c1)N1CCCC1	-2	1.3	2%	1%	-6%	-4	-26%	0%	-8
O=S(=O)(c1cccc2cnccc12)N1CCNCC1	3	-0.7	-15%	-9%	-24%	17	4%	-11%	8
Cc1cccc(NC(=O)Cn2c(=O)oc3ccccc32)c1C	9	0.0	-2%[57.1 µM]	-2%	1%	6	-4%	7%	-2
O=C(CSc1nnc(-c2cccnc2)n1Cc1ccco1)c1ccccc1	4	1.7	?	-7%	24%	-17	-5%[1.53 µM]	14%	-10
CCCCC1=CC2=CC(=O)C(C)(OC(=O)CC)C(=O)C2=CN1CCc1ccccn1 (stereo not given)	-13	-0.3	3%	-27%	27%	0	9%	1%	-14
CCCNC(=O)C1(C)CCN(Cc2csc(-c3ccc(Cl)cc3)n2)C1 (stereo not given)	-24	-0.2	1%	-7%	?	-103*	2%	0%	-12
C#Cc1cccc(Nc2nc(NC(C)C)nc3ccsc23)c1	14	-0.6	-8%	-2%	?	97	-5%	7%	?
COC(=O)c1[nH]c2ccc(C)cc2c1NC(=O)CN1CCN(c2ccc(F)cc2)CC1	3	2.8	-7%	3%	4µM*	17	-17%	5%	1
CCC(C(=O)OC)n1cnc2scc(-c3ccc(C)cc3)c2c1=O (stereo not given)	-13	0.0	4%	5%	?	-19	-4%	-1%	1
COc1ccc(CN2CC(C(=O)NCCCN3CCCCCC3)CC2=O)cc1 (stereo not given)	-1	0.0	-6%	-1%	0%	-15	-2%	2%	12
CCOc1ccc(S(=O)(=O)N(CC(N)=O)c2ccc(C)cc2)cc1	3	-0.1	2%	-1%	6%	2	3%	0%	-4
COc1cc(C(=O)NCC(=O)OC(C)C(=O)Nc2ncc(Cl)cc2Cl)cc(OC)c1OC (stereo not given)	4	2.4	0%	2%	11%	4	-4%	4%	-2
Cc1nc(N2CCN(c3ccccn3)CC2)c2c(C)c(C(=O)N3CCN(c4ccc(F)cc4)CC3)sc2n1	9	-2.3	-9%	-1%	?	25	-45%	3%	17
CC1CN(C(=O)COC(=O)c2cc(=O)[nH]c3ccccc23)CC(C)O1 (stereo not given)	4	1.2	-11%	0%	7%	21	-14%	0%	3
O=C(NNC(=S)Nc1ccccc1Cl)c1ccccc1	4	-1.5	-23%	-17%	20%	-29	11%	-5%	4
CNS(=O)(=O)c1ccc(NC(=O)C(CCSC)NC(N)=O)cc1 (stereo not given)	-6	9.1	-7%	-6%	-11%	2	0%	4%	1
O=C(O)c1ccc(S(=O)(=O)c2ccccc2C(=O)O)c([N+](=O)[O-])c1	9	-0.1	2%	-15%	9%	4	-6%	-2%	-8
Cc1ccc(S(=O)(=O)CCC(=O)Nc2nc(C(C)(C)C)cs2)cc1	3	-4.2	-9%	-19%	?	2	-5%	11%	9
CCN(CC)C(=O)COc1ccc2c3c(c(=O)oc2c1C)CCCC3	4	-0.5	-5%	-7%	-7%	20	17%	2%	2
CCC(C)n1nccc1NC(=O)C(C)OC(=O)c1cc2ccccc2[nH]1 (stereo not given)	4	-0.1	-8%	-12%	-23%	7	6%	2%	0
CSc1ncc(C(=O)Nc2cc(C)ccc2C)c(C)n1	5	-1.0	-4%	-1%	1%	14	0%	3%	-8
Cn1cnnc1Sc1ccc(C(F)(F)F)cc1[N+](=O)[O-]	6	0.6	-8%	-4%	6.3µM*	10	1%	1%	6
CCCNc1cc(C)oc(=O)c1C(=O)CC	-1	-2.6	10%	-10%	11%	-7	-2%	-6%	-2
NC(=S)N/N=C1\c2ccccc2-c2c(C(=O)O)cccc21	2	0.2	-1%	?	8%	-22	4%	-3%	-10
O=CNCC(=O)NCCc1ccc(Cl)cc1	-15	-1.2	0%	-11%	-15%	-7	14%	-8%	.
OC[C@@H]1CN(Cc2ccc(Cl)cc2)C[C@H](n2cnc3c(NC4CC4)ncnc32)O1	1	-0.1	4%	5%	16%	0	3%	10%	-4
Cc1cccc(N=C2NC(=O)/C(=C/c3cccnc3)S2)c1	-14	0.5	?	-9%	-30%	0	-1%	13%	0
NC(=O)c1cc2ccccc2o/c1=N\NC(=O)c1ccco1	2	0.6	-6%	-3%	51%[activator]	16	2%	12%	8
C=CCNC(=S)N1CCC(C(=O)c2ccc(F)cc2)CC1	6	1.2	-2%	-5%	-12%	17	-2%	0%	-2
COc1ccccc1NC(=O)NCCc1ccccc1	2	-0.7	3%	3%	-2%	14	3%	-3%	-5
Cc1ccc(NS(=O)(=O)c2ccc3c(c2)n(C)c(=O)n3C)cc1	-6	-3.3	3%	-2%	51%[activator]	2	-2%	3%	2
O=C(CSc1ccccc1)Nc1cc(Cl)ccc1Oc1ccccc1	-6	0.0	-2%	-7%	11µM*	-6	28%	4%	2
COc1ccccc1NC(=O)CCC(=O)OC(C)C(=O)c1ccccc1 (stereo not given)	2	1.8	-4%	-6%	-4%	-8	20%	3%	2
Cc1cc(C)c(NC(=O)Cn2c(=O)n(Cc3ccco3)c(=O)c3ccccc32)c(C)c1	2	8.0	-10%	-1%	?	-2	13%	-25%	5
N/C(CSc1ncccc1C(F)(F)F)=N\O	8	-0.2	-18%	-7%	10%	11	-3%	5%	8
O=C(COc1ccccc1/C=C\c1[nH]c(=O)[nH]c(=O)c1[N+](=O)[O-])Nc1ccccc1	1	-0.5	-6%[11.6 µM]	-12%	8%	-12	-14%	12%	-69*
COc1ccc(CNc2nc3c(-c4ccccc4)nnn3c3ccccc23)cc1	-1	.	.	.	0%	.	2%	1%	.
O=C(Cc1coc2cc3c(cc12)CCC3)OCc1cc(=O)n2c(n1)sc1ccccc12	-6	-2.7	-20%[57.1 µM]	-25%	34%[activator]	-24	3%	-11%	?
CCCc1cc(=O)[nH]c(SCC(=O)N2CCc3cc(OC)c(OC)cc3C2)n1	3	-0.7	-5%	-13%	27%	28	6%	1%	4
Cc1cccc(OCc2nnc(SCC(=O)N3CCCC3)o2)c1	4	0.0	-1%	-21%	-17%	7	4%	11%	0
COC(=O)C1=C(C)OC(N)=C(C#N)C1c1cccnc1 (stereo not given)	-3	2.0	-15%	-9%	3%	3	-1%	19%	-1
COc1ccc(C(C(=O)NCCC(C)C)N(CCN2CCOCC2)C(=O)Cn2nnc3ccccc32)c(OC)c1 (stereo not given)	8	-0.1	12%	?	-6%	5	16%	9%	-4
COc1ccc(/C=N/Nc2cc(C)nc(NS(=O)(=O)c3ccc(C)cc3)n2)cc1	16	2.6	-16%	2%	?	-15	?	9%	-2
Cc1cc(C)c(C#N)c(SCC(=O)Nc2ccccc2)n1	-15	1.1	-14%	-17%	31%[activator]	-14	4%	15%	-8
O=C(NCCCN1CCCC1=O)c1cc2nc(-c3ccco3)cc(C(F)(F)F)n2n1	-2	-0.1	-5%	-17%	7%	1	0%	14%	-3
O=C(Cc1c(F)cccc1Cl)N/N=C/c1cccnc1	-14	-3.1	-9%	-19%	17%	-14	?	-2%	5
CC(OC(=O)Cn1cnc2c1c(=O)n(C)c(=O)n2C)C(=O)NC(C)c1ccc(Cl)cc1Cl (stereo not given)	3	-2.0	12%	-2%	-10%	4	0%	3%	52

Reprinted at random: 2 records from the list
Structure	D3 ag	IL-2 act	WRN helicase inh	PLK1 PBD inh	GLP1R inv ag	D3 antag	HEK293 tox	GLP1R ag	PI5P4K alpha inh
Cc1cc(C)c(C#N)c(SCC(=O)Nc2ccccc2)n1	-15	1.1	-14%	-17%	31%[activator]	-14	4%	15%	-8
COc1ccc(C(C(=O)NCCC(C)C)N(CCN2CCOCC2)C(=O)Cn2nnc3ccccc32)c(OC)c1 (stereo not given)	8	-0.1	12%	?	-6%	5	16%	9%	-4

Given with two lines to a compound: part of the list above.
Every second line gives: D3 ag | IL-2 act | WRN helicase inh | PLK1 PBD inh | GLP1R inv ag | D3 antag | HEK293 tox | GLP1R ag | PI5P4K alpha inh
- c1ccc(C(c2ccccc2)N2CCN(Cc3nc(-c4cnccn4)no3)CC2)cc1
 : -2 | 1.3 | 2% | 2% | ? | 8 | -5% | -5% | 0
- O=C(c1cccc(S(=O)(=O)NCc2ccc3c(c2)OCO3)c1)N1CCCC1
 : -2 | 1.3 | 2% | 1% | -6% | -4 | -26% | 0% | -8
- O=S(=O)(c1cccc2cnccc12)N1CCNCC1
 : 3 | -0.7 | -15% | -9% | -24% | 17 | 4% | -11% | 8
- Cc1cccc(NC(=O)Cn2c(=O)oc3ccccc32)c1C
 : 9 | 0.0 | -2%[57.1 µM] | -2% | 1% | 6 | -4% | 7% | -2
- O=C(CSc1nnc(-c2cccnc2)n1Cc1ccco1)c1ccccc1
 : 4 | 1.7 | ? | -7% | 24% | -17 | -5%[1.53 µM] | 14% | -10
- CCCCC1=CC2=CC(=O)C(C)(OC(=O)CC)C(=O)C2=CN1CCc1ccccn1 (stereo not given)
 : -13 | -0.3 | 3% | -27% | 27% | 0 | 9% | 1% | -14
- CCCNC(=O)C1(C)CCN(Cc2csc(-c3ccc(Cl)cc3)n2)C1 (stereo not given)
 : -24 | -0.2 | 1% | -7% | ? | -103* | 2% | 0% | -12
- C#Cc1cccc(Nc2nc(NC(C)C)nc3ccsc23)c1
 : 14 | -0.6 | -8% | -2% | ? | 97 | -5% | 7% | ?
- COC(=O)c1[nH]c2ccc(C)cc2c1NC(=O)CN1CCN(c2ccc(F)cc2)CC1
 : 3 | 2.8 | -7% | 3% | 4µM* | 17 | -17% | 5% | 1
- CCC(C(=O)OC)n1cnc2scc(-c3ccc(C)cc3)c2c1=O (stereo not given)
 : -13 | 0.0 | 4% | 5% | ? | -19 | -4% | -1% | 1
